Source: PubChem BioAssay
OX1R antag-1: blocks the human orexin 1 receptor | inhibition, % at 5 µM | O43613 | AID 434989 | 330,000 compounds, 0.43% hits | CHO/OX1R cells, Fluo-8 calcium fluorescence, orexin A;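 active = inhibition above its plate's threshold, mean inhibition of all tested compounds on the plate plus 3 SD, cut at about 37% in these data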;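 note: 0% = orexin A challenge wells and 100% = SB-334867-A antagonist wells; not every result past the cut was called active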
Target sequence (O43613 whole entry, looked up): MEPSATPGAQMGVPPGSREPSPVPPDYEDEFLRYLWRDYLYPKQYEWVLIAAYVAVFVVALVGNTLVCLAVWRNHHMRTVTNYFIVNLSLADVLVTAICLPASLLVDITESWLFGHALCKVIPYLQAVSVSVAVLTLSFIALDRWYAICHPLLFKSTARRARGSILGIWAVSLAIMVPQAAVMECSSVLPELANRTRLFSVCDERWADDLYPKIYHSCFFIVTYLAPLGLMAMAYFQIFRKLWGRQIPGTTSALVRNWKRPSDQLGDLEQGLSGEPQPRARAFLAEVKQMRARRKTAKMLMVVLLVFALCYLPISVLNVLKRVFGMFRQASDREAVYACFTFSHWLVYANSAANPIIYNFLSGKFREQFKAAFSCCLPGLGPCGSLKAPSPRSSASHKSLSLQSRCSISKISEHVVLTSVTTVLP
OX1R antag-2: blocks the human orexin 1 receptor. O43613. AID 485270. OX1R-expressing cells, FRET antagonist read-out. inhibition, % at 6.6 µM. 330,000 compounds, 1.8% hits; in the data active = inhibition mostly above about 38%, no sharp cut-off; inactive = mostly below about 40%;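 note: 0% = agonist challenge alone and 100% = reference antagonist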
* marks the source's active call; other numbers are inactive results.

The first 2 compounds, ahead of the listing:
`O=C(c1ccc2c(c1)OCO2)N1CCN=C1SCc1cccnc1` gave OX1R antag-1 -10 and OX1R antag-2 11.
For COc1ccc(NC(=O)c2cnc(SC)n2-c2ccc(F)cc2)c(OC)c1 the results were OX1R antag-1 -24 and OX1R antag-2 8.

All compounds of this part (from the top)
`O=C(c1ccc2c(c1)OCO2)N1CCN=C1SCc1cccnc1` gave OX1R antag-1 -10 and OX1R antag-2 11.
For COc1ccc(NC(=O)c2cnc(SC)n2-c2ccc(F)cc2)c(OC)c1 the results were OX1R antag-1 -24 and OX1R antag-2 8.
Screening O=C(Cc1ccccc1)Nc1cccc(-c2nnc(-c3ccco3)o2)c1 returned OX1R antag-1 -20 and OX1R antag-2 15.
Screening CN(C)C(CNC(=S)Nc1cccc(Cl)c1)c1cccnc1 (stereo unspecified) returned OX1R antag-1 -12 and OX1R antag-2 8.
Screening CC(C)C(C(=O)NCC1CCCO1)N(Cc1ccco1)C(=O)CNS(=O)(=O)c1ccc(F)cc1 (stereo unspecified) returned OX1R antag-1 -13 and OX1R antag-2 22.
COc1ccc(C)cc1S(=O)(=O)Nc1cc2c3c(c1)C(C)C(=O)N3CCC2 (stereo unspecified) was read as OX1R antag-1 -14 and OX1R antag-2 14.
For CC1CC(C)(C)NC(=S)N1CCCC(=O)Nc1ccc(F)cc1 (stereo unspecified) the results were OX1R antag-1 -7 and OX1R antag-2 6.
COc1cnc(-c2ccccc2)c(-c2ccccc2)n1 was read as OX1R antag-1 -22 and OX1R antag-2 2.
CN(C)CCOCCOc1ccccc1-c1ccccc1 was read as OX1R antag-1 -19 and OX1R antag-2 11.
Cc1cc(C)cc(NC(=O)COC(=O)CCn2c(C)csc2=O)c1 was read as OX1R antag-1 -26 and OX1R antag-2 -2.
Screening CCN(CC(=O)Nc1ccc(C)c(F)c1)CC(=O)NC(C)C returned OX1R antag-1 -32 and OX1R antag-2 12.
O=S1(=O)N[C@@H](CC2=CCCCC2)C2CCCCC2O1 (stereo partly specified) was read as OX1R antag-1 -33 and OX1R antag-2 11.
For NC(N)=NS(=O)(=O)c1ccc(NC(=S)NC(=O)/C=C/c2ccco2)cc1 the results were OX1R antag-1 -1 and OX1R antag-2 9.
Screening Cc1nc(N/N=C/c2ccccc2)nc(N(C)c2ccccc2)c1[N+](=O)[O-] returned OX1R antag-1 -4 and OX1R antag-2 8.
COc1ccc(Br)cc1CN(C)CC(=O)NCc1ccc(F)cc1 was read as OX1R antag-1 -19 and OX1R antag-2 4.
`CCCOc1ccc(-c2c(C(=O)N/N=C/c3ccc(OCC)cc3)nnn2-c2nonc2N)cc1` gave OX1R antag-1 -31 and OX1R antag-2 19.
CCOC(=O)c1c(C)oc2c1c1c(c3ccccc32)OCN(Cc2ccccn2)C1 was read as OX1R antag-1 -5 and OX1R antag-2 84*.
CCOc1ccc(CN(C)C(=O)c2cccnc2SC)cc1OC was read as OX1R antag-1 -16 and OX1R antag-2 29.
Screening CN=c1scc(C)n1/N=C/c1ccc(O)cc1 returned OX1R antag-1 -9 and OX1R antag-2 7.
CCc1ccc(-c2cc(C(=O)NCc3ccco3)c3ccccc3n2)s1 was read as OX1R antag-1 -23 and OX1R antag-2 10.
For CCC1(c2ccccc2)NC(=O)N(CC(=O)N(C)CC(=O)Nc2c(C)cccc2C)C1=O (stereo unspecified) the results were OX1R antag-1 -10 and OX1R antag-2 18.
For CCOC(=O)/C(C#N)=C/Nc1ccsc1C(C)=O the results were OX1R antag-1 -21 and OX1R antag-2 8.
CCOc1ccc(CCNC(=O)COC(=O)c2ccc(OC)c(OC)c2OC)cc1OCC was read as OX1R antag-1 -30 and OX1R antag-2 14.
`CCc1ccccc1NC(=O)CSc1ncn[nH]1` gave OX1R antag-1 1 and OX1R antag-2 1.
`COc1ccc2[nH]c3ccccc3c2c1` gave OX1R antag-1 -20 and OX1R antag-2 11.
For Cn1c(SCC(=O)Nc2ccc(C(N)=O)cc2)nnc1-c1cccs1 the results were OX1R antag-1 -2 and OX1R antag-2 10.
For CCOc1ccc(NC(=O)CSC(N)=O)cc1 the results were OX1R antag-1 -11 and OX1R antag-2 8.
CCOc1ccc(OCCC(=O)OCC(=O)NCc2ccccc2)cc1 was read as OX1R antag-1 -16 and OX1R antag-2 2.
O=C(CCCC1=NS(=O)(=O)c2ccccc2N1)OCc1ccc(Cl)cc1 was read as OX1R antag-1 -16 and OX1R antag-2 6.
For CCC(=O)NC(=S)Nc1ccc(Cl)cn1 the results were OX1R antag-1 -3 and OX1R antag-2 14.
Screening CC(=O)Nc1cccc(NC(=O)CCCC(=O)O)c1 returned OX1R antag-1 -17 and OX1R antag-2 18.
Screening CN(C(=O)CCN1C(=O)S/C(=C\c2ccccc2)C1=O)C1CCS(=O)(=O)C1 (stereo unspecified) returned OX1R antag-1 -13 and OX1R antag-2 18.
`COc1ccc(C(C#N)N2N=C(c3ccccc3)CC2c2ccccc2)cc1OC` (stereo unspecified) gave OX1R antag-1 -17 and OX1R antag-2 12.
`O=C(O)CCNc1cc(N2CCN(C(=O)c3ccco3)CC2)c2noc3c2c1C(=O)c1ccccc1-3` gave OX1R antag-1 -25 and OX1R antag-2 76*.
`Cc1nn(CC(=O)NCCc2cccs2)c(=O)c2cc3ccccc3n12` gave OX1R antag-1 -34 and OX1R antag-2 11.
Screening CCn1c(=O)c(C(=O)CN2CC(C)OC(C)C2)c(N)n(Cc2ccccc2)c1=O (stereo unspecified) returned OX1R antag-1 -21 and OX1R antag-2 12.

Next part; it opens with the two that closed the last part.
`Cc1nn(CC(=O)NCCc2cccs2)c(=O)c2cc3ccccc3n12` gave OX1R antag-1 -34 and OX1R antag-2 11.
Screening CCn1c(=O)c(C(=O)CN2CC(C)OC(C)C2)c(N)n(Cc2ccccc2)c1=O (stereo unspecified) returned OX1R antag-1 -21 and OX1R antag-2 12.
CCOC(=O)N1CCc2c(sc(NC(=O)CCS(=O)(=O)c3ccccc3)c2C(N)=O)C1 was read as OX1R antag-1 -11 and OX1R antag-2 23.
CS(=O)(=O)N(CC(=O)Nc1ccc(F)cc1)C1CCCCC1 was read as OX1R antag-1 -6 and OX1R antag-2 5.
For COc1cc(OC)cc(C(=O)N[C@H](C(=O)NCCc2ccc(S(N)(=O)=O)cc2)C(C)C)c1 the results were OX1R antag-1 -10 and OX1R antag-2 29.
For C/C(=N\NC(=O)c1cccc([N+](=O)[O-])c1)c1cccs1 the results were OX1R antag-1 -9 and OX1R antag-2 19.
`O=C(NCCS(=O)(=O)N1CCN(c2ccc(F)cc2)CC1)C12CC3CC(CC(C3)C1)C2` gave OX1R antag-1 -37 and OX1R antag-2 20.
For NC(=O)c1ccccc1NS(=O)(=O)Cc1ccc(Cl)cc1 the results were OX1R antag-1 -4 and OX1R antag-2 9.
CC(C)CCSc1nc2[nH]ncc2c(=O)[nH]1 was read as OX1R antag-1 0 and OX1R antag-2 8.
C=C(C)COc1ccc2c(C)c(CC(=O)N3C[C@H]4C[C@@H](C3)c3cccc(=O)n3C4)c(=O)oc2c1 was read as OX1R antag-1 -28 and OX1R antag-2 11.
O=C(/C=C/c1ccccc1)N/C(=C/c1ccccc1)C(=O)Nc1ccccc1O was read as OX1R antag-1 -15 and OX1R antag-2 25.
`CC(=O)C1=C(O)C(=O)N(Cc2ccco2)C1c1ccccc1F` (stereo unspecified) gave OX1R antag-1 -2 and OX1R antag-2 24.
For COC(=O)c1ccccc1NC(=O)c1cc(-c2ccc(C)cc2)on1 the results were OX1R antag-1 -9 and OX1R antag-2 20.
COc1ccc(S(=O)(=O)N2CCN(C(=O)NC3CCCCC3)CC2)cc1OC was read as OX1R antag-1 -6 and OX1R antag-2 3.

Quoted at random: six records from the list
For COC(=O)c1ccccc1NC(=O)c1cc(-c2ccc(C)cc2)on1 the results were OX1R antag-1 -9 and OX1R antag-2 20.
C=C(C)COc1ccc2c(C)c(CC(=O)N3C[C@H]4C[C@@H](C3)c3cccc(=O)n3C4)c(=O)oc2c1 was read as OX1R antag-1 -28 and OX1R antag-2 11.
CS(=O)(=O)N(CC(=O)Nc1ccc(F)cc1)C1CCCCC1 was read as OX1R antag-1 -6 and OX1R antag-2 5.
COc1ccc(S(=O)(=O)N2CCN(C(=O)NC3CCCCC3)CC2)cc1OC was read as OX1R antag-1 -6 and OX1R antag-2 3.
O=C(/C=C/c1ccccc1)N/C(=C/c1ccccc1)C(=O)Nc1ccccc1O was read as OX1R antag-1 -15 and OX1R antag-2 25.
For NC(=O)c1ccccc1NS(=O)(=O)Cc1ccc(Cl)cc1 the results were OX1R antag-1 -4 and OX1R antag-2 9.

Carrying on:
CC(=O)Nc1ccc(/C=N/NC(=O)CNS(=O)(=O)c2ccccc2)cc1 was read as OX1R antag-1 0 and OX1R antag-2 18.
`O=C(Nc1ccncc1)c1ccc(Cl)c(S(=O)(=O)N2CCCC2)c1` gave OX1R antag-1 -21 and OX1R antag-2 16.
COc1ccc(CNCc2cccc(OC)c2OC)cc1Br was read as OX1R antag-1 -14 and OX1R antag-2 33.
Screening CC1=C(C(=O)OCC(C)C)C(c2ccsc2)NC(=O)N1 (stereo unspecified) returned OX1R antag-1 -14 and OX1R antag-2 10.
For Nc1nc(-c2ccc(Cl)cc2)c(S(=O)(=O)c2ccccc2)s1 the results were OX1R antag-1 -6 and OX1R antag-2 4.
Cc1ccccc1C(=O)Nc1ccnn1C1CCN(Cc2ccc(CO)o2)CC1 was read as OX1R antag-1 -19 and OX1R antag-2 19.
CC(C)(C)c1ccc(C2C(C#N)=C(N)Oc3n[nH]c(-c4cccnc4)c32)cc1 (stereo unspecified) was read as OX1R antag-1 -5 and OX1R antag-2 23.
COc1ccc(/C=C/c2c([N+](=O)[O-])c(=O)n(C)c(=O)n2C)cc1OC was read as OX1R antag-1 -20 and OX1R antag-2 5.
CC(=O)NC1=NN(C(C)=O)C(C)(CC(=O)OC(C)(C)C)S1 (stereo unspecified) was read as OX1R antag-1 11 and OX1R antag-2 1.
`CC(C)COc1ccc(C(=O)Nc2ccccc2[N+](=O)[O-])cc1` gave OX1R antag-1 -37 and OX1R antag-2 4.
`CC1CCN(S(=O)(=O)c2ccc(NC(=O)Cc3ccc(S(=O)(=O)N4CCOCC4)s3)cc2)CC1` gave OX1R antag-1 -8 and OX1R antag-2 5.
`Cc1c(Cl)cccc1NC(=O)CC(NCCN1CCOCC1)C(=O)O` (stereo unspecified) gave OX1R antag-1 -1 and OX1R antag-2 17.
Screening O=C(O)C1CCN(Cc2ccccn2)CC1 returned OX1R antag-1 -31 and OX1R antag-2 14.
Screening NS(=O)(=O)c1cc(C(=O)OCC(=O)c2ccccc2)c(Cl)cc1Cl returned OX1R antag-1 -18 and OX1R antag-2 19.
Screening COc1ccc(C(=O)NCc2ccc(C)cc2)cc1S(=O)(=O)N1CCCC1 returned OX1R antag-1 -15 and OX1R antag-2 7.
`c1ccc2nc(N3CCN(Cc4ccc5c(c4)OCO5)CC3)cnc2c1` gave OX1R antag-1 -19 and OX1R antag-2 16.
For O=C(Nc1ccc(Cl)c(Cl)c1)Nc1ccon1 the results were OX1R antag-1 11 and OX1R antag-2 -1.
COc1ccc(CN(N=O)C2CC(=O)N(c3ccc(OC)cc3)C2=O)cc1 (stereo unspecified) was read as OX1R antag-1 -6 and OX1R antag-2 7.
For CC(=O)Nc1ccc(S(=O)(=O)Nc2nc3ccccc3nc2Nc2ccc(O)cc2)cc1 the results were OX1R antag-1 -17 and OX1R antag-2 7.
For COc1ccccc1N1CC(C(=O)Nc2nnc(SCC(=O)NC(C)C)s2)CC1=O (stereo unspecified) the results were OX1R antag-1 -4 and OX1R antag-2 12.
For COc1ccc(C)cc1NC(=O)C(=O)NCc1ccncc1 the results were OX1R antag-1 -15 and OX1R antag-2 3.
For O=C(COC(=O)c1cc(S(=O)(=O)N2CCCC2)ccc1O)Nc1ccc(F)cc1F the results were OX1R antag-1 -11 and OX1R antag-2 3.
For CN(C)c1ccc(C(=O)N(Cc2ccccc2)Cc2ccccc2)cc1 the results were OX1R antag-1 -36 and OX1R antag-2 -1.
For O=C(N/N=C/c1sc(N2CCOCC2)nc1-c1ccccc1)c1cccc(S(=O)(=O)N2CCOCC2)c1 the results were OX1R antag-1 17 and OX1R antag-2 14.
`O=C(CC1C(=O)NCCN1C(=O)Nc1ccccc1)Nc1ccc2c(c1)OCCO2` (stereo unspecified) gave OX1R antag-1 4 and OX1R antag-2 3.
Cc1ccc(N(C(=O)CCl)C(C(=O)NC2CCCCC2)c2cccnc2)cc1C (stereo unspecified) was read as OX1R antag-1 -10 and OX1R antag-2 10.
Cc1c(C(=O)NCCC2=CCCCC2)sc2ncnc(N3CCCCC3C)c12 (stereo unspecified) was read as OX1R antag-1 -22 and OX1R antag-2 14.
`COc1cc2c(cc1OC)C(C)N(C(=O)Nc1ccc(F)cc1)CC2` (stereo unspecified) gave OX1R antag-1 -2 and OX1R antag-2 -2.
CC(=O)NCCc1ccc(S(=O)(=O)NCc2ccc3c(c2)OCO3)cc1 was read as OX1R antag-1 7 and OX1R antag-2 5.
`N#Cc1cccc2cnccc12` gave OX1R antag-1 -4 and OX1R antag-2 38.
Screening Cc1ccc(-n2nnnc2SC(C)C(=O)Nc2ccccc2-c2ccccc2)cc1 (stereo unspecified) returned OX1R antag-1 -33 and OX1R antag-2 36.
`Cc1cc(NC(=O)Cc2ccccc2)ccc1NC(=O)c1cccs1` gave OX1R antag-1 -17 and OX1R antag-2 1.
For COc1cc(CN(C(=O)c2ccco2)C2CCS(=O)(=O)C2)cc(OC)c1OC (stereo unspecified) the results were OX1R antag-1 -3 and OX1R antag-2 12.
`COc1ccc(NC(=O)c2nnn(CC(=O)Nc3ccc4c(c3)OCO4)c2N)cc1OC` gave OX1R antag-1 -4 and OX1R antag-2 3.
For Cc1ccsc1/C=N/NC(=O)CNC(=O)c1ccccc1 the results were OX1R antag-1 -2 and OX1R antag-2 2.
`COc1ccc(N2CN=C3SCC(=O)N3C2)cc1` gave OX1R antag-1 -10 and OX1R antag-2 31.
